# SENP8 block = SENP8 (human) protease inhibition | recombinant SENP8, Nedd8 substrate fluorescence | inhibition, % at 20 µM | 360,000 tested, 0.64% active; in the data active means inhibition mostly above about 40%, no sharp cut-off; inactive means mostly below about 27%
# Target sequence (Q96LD8 whole entry, looked up): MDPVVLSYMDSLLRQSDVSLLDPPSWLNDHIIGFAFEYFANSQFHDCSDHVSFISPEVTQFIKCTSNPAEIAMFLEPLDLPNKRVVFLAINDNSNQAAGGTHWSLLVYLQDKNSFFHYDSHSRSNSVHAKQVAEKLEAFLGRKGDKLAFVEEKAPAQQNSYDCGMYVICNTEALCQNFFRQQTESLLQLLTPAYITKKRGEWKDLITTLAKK
# SENP1 FRET inh = SENP1 (human) catalytic domain inhibition; recombinant SENP1 catalytic domain, CyPet-SUMO1-YPet FRET cleavage; inhibition, % at 10 µM; 360,000 tested, 0.21% active;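 active means inhibition at least 30% at 10 µM, raw YFP signal under a set limit, fluorescence ratio 0.5 to 1.5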;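 further: 0% = enzyme with DMSO and 100% = no enzyme wells; some results filed as inactive read as strong as hits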
# Target sequence (Q9P0U3 419-644 limits assumed): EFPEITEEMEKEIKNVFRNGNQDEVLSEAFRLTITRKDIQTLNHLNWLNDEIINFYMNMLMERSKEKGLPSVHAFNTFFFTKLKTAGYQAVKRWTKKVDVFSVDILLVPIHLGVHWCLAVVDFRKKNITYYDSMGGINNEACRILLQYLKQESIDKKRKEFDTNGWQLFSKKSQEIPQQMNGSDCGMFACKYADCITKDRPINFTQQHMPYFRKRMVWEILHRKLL
#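 Material: hSENP1 catalytic domain, recombinant; medium: Tris pH 8 with BME, BSA, NP40 and catalase; compound: single concentration of 10 µM compound, 0.5% DMSO final; technique: FRET read of cyan and yellow fluorescence; timing: 50 min enzyme reaction, room temperature, light-protected; reagent: SFCypet-SUMO1-SFYpet substrate at 25 nM; control set: no-enzyme low, enzyme-DMSO high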
# MPTP block = permeability transition pore inhibition; isolated mouse mitochondria, Ca2+ swelling absorbance, 30 min; inhibition, % at 10 µM; 360,000 tested, 1.4% active; AID 602449;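 active means inhibition of 50% or more, scaled per plate between neutral and stimulator controls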;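 further: 0% = DMSO wells given calcium and 100% = 1 mM EGTA wells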
# * = called active by the depositor; i = inactive. Not all compounds are listed; rates above refer to the full screens.
SENP8 block	SENP1 FRET inh	MPTP block	SMILES
32	0	-0.3	CCOC(=O)[C@]12CCCC=C1N(CCC1=CCCCC1)C(=O)[C@H](CC(=O)N1CCSCC1)C2
13	3	0.8	Cc1onc(-c2ccccc2)c1C(=O)N1CCC(C)(C(=O)NS(=O)(=O)C2CC2)C1 (stereo not given)
-58	0	-1.2	CC(=O)Nc1cccc(Nc2cnccn2)c1
i	-33	-1.6	CC(C)Nc1nc(-c2ccccc2CO)c2sccc2n1
8	1	3.1	CC1=C(C(=O)N2CCOCC2)CC(CC(=O)NCc2cccc3ccccc23)C(=O)N1Cc1ccc(C(C)(C)C)cc1 (stereo not given)
7	3	0.9	Cc1cc(Br)cn2c(Cc3ccccc3C(F)(F)F)c(-c3ccccc3)nc12
26	-10	0.5	Cc1cn([C@H]2C[C@H](O)[C@@H](CCC(=O)NCCCc3ccccc3)O2)c(=O)[nH]c1=O
-50	0	0.4	CC(NC(=O)c1cccc2c1Oc1ccccc1S2)C(=O)O (stereo not given)
13	0	-4.0	CC(C)C[C@@H](CN1CCC[C@H]1CN1C(=O)C(=O)NC[C@@H]1Cc1ccccc1)N1C[C@H](Cc2ccccc2)N(CC2CCCCCC2)C(=O)C1=O
30	2	0.2	CCCCNC(=O)C(NC(=O)c1cccc(C(F)(F)F)c1)C(=O)c1ccccc1 (stereo not given)

# The list goes on (2 carried over from the part before).
SENP8 block	SENP1 FRET inh	MPTP block	SMILES
13	0	-4.0	CC(C)C[C@@H](CN1CCC[C@H]1CN1C(=O)C(=O)NC[C@@H]1Cc1ccccc1)N1C[C@H](Cc2ccccc2)N(CC2CCCCCC2)C(=O)C1=O
30	2	0.2	CCCCNC(=O)C(NC(=O)c1cccc(C(F)(F)F)c1)C(=O)c1ccccc1 (stereo not given)
-48	1	2.4	Cc1ccccc1-c1cc2c(c3c1ccn3C)C1CCC2C1 (stereo not given)
5	-2	1.0	O=C(Nc1ccc(F)c(Cl)c1)c1cc(C2CCCCN2C(=O)c2ccc3c(c2)CCO3)on1 (stereo not given)
7	4	-1.7	Cc1cccc(C(=O)O)c1O
6	1	1.2	Cc1cccc(C)c1C(O)c1ncc(-c2ccccc2Cl)[nH]1 (stereo not given)
9	-2	-1.2	CSc1ccc(CN2CCC2(C)C(=O)NCc2ccc3c(c2)OCO3)cc1 (stereo not given)
6	-1	-0.2	CCCNC(=O)C1(C)CCCN(C(=O)c2cc(C)n(C(C)(C)C)n2)C1 (stereo not given)
13	2	2.1	NC(c1csc(Nc2ccccn2)n1)C1CCCCC1 (stereo not given)
1	1	0.5	N#CC(c1ccccc1)c1ccc([N+](=O)[O-])cc1 (stereo not given)
5	0	-0.4	Cc1nc2sccn2c(=O)c1S(=O)(=O)N1CCN(c2ccccc2F)CC1
-481	-4	4.3	COc1ccc(C(N)c2csc(Nc3ccc(C(=O)c4ccccc4)cc3)n2)cc1 (stereo not given)
9	3	-1.5	CCS(=O)(=O)NC(=O)C1(C)CCN1C(=O)C1(c2ccc(Cl)cc2)CC1 (stereo not given)
9	3	-0.9	COc1ccc(S(=O)(=O)N2CCC3CC2c2cc(-c4ccc5c(c4)OCO5)ccc23)cc1 (stereo not given)
-282	-5	47	c1ccc(CNc2nc(NCC3CC3)nc3cc(-c4ccccc4)sc23)cc1
2	-13	-1.3	CN1OC[C@@H]2CN3C(=O)N(c4cccc5ccccc45)c4ccccc4[C@@H]3C[C@@H]21
4	0	0.0	COc1ccc(-c2csc(C(O)c3cccc(Cl)c3)n2)cn1 (stereo not given)
18	2	-1.1	COc1ccc(CNC(=O)c2[nH]c(C(F)(F)F)nc2-c2ccccc2)cc1OC
9	0	0.1	CC(C)N1CCCC(C)(C(=O)Nc2nc3ccccc3n2C)C1 (stereo not given)
-311	-7	1.9	O=CNc1cc(-c2cccc(O)c2)cn2c(-c3ccc(F)cc3)cnc12
0	-7	0.8	CC(=O)OC[C@@H]1CN(Cc2ccccc2)C[C@H](n2cnc3c(N4CCCC4)ncnc32)O1
22	0	4.2	COc1cc(C(O)c2nc(-c3cc(F)cc(F)c3)cs2)ccc1F (stereo not given)

# Record cards (already shown). Order of values: SENP8 block | SENP1 FRET inh | MPTP block
# `CC(C)Nc1nc(-c2ccccc2CO)c2sccc2n1` in the list: i | -33 | -1.6
# `O=CNc1cc(-c2cccc(O)c2)cn2c(-c3ccc(F)cc3)cnc12` in the list: -311 | -7 | 1.9
# `CC(C)C[C@@H](CN1CCC[C@H]1CN1C(=O)C(=O)NC[C@@H]1Cc1ccccc1)N1C[C@H](Cc2ccccc2)N(CC2CCCCCC2)C(=O)C1=O` in the list: 13 | 0 | -4.0
# `CCOC(=O)[C@]12CCCC=C1N(CCC1=CCCCC1)C(=O)[C@H](CC(=O)N1CCSCC1)C2` in the list: 32 | 0 | -0.3

# Next part:
SENP8 block	SENP1 FRET inh	MPTP block	SMILES
12	2	-1.7	CN(C)CCNc1ncnc2c1ncn2[C@H]1CN(CCc2ccccc2)C[C@@H](CO)O1
19	3	-1.4	Cc1cc(C)cc(CC(=O)N2CCC2(C)C(=O)NS(=O)(=O)c2ccc(C#N)cc2)c1 (stereo not given)
-107	-3	3.9	Cc1ccc(Nc2nc(NCC3CC3)nc3ccsc23)c(C)c1
6	2	0.5	CC(C)c1cn(CC[C@@H]2CC[C@H](NS(=O)(=O)c3ccc(F)cc3)[C@@H](CO)O2)nn1
5	-2	0.3	Nc1nc2c(ncn2[C@@H]2O[C@H](CNS(=O)(=O)N3CCCC3)[C@@H](O)[C@H]2O)c(=O)[nH]1
10	1	-0.8	CCCNC(=O)C1(C)CCCN(Cc2ccc3c(c2)OCO3)C1 (stereo not given)
-7	1	-0.8	CC(=O)Nc1cncc(-c2ccccc2C(C)=O)n1
18	2	0.9	Cc1cccc(C)c1-n1nnnc1C(c1ccnc2ccccc12)N(Cc1ccccc1)Cc1ccccc1 (stereo not given)
3	-2	-0.2	CCc1nc2ccc(C(=O)N3CCN(C(=O)c4ccco4)CC3)cn2c1N(CC)CCOC
4	-3	-3.4	COc1ccc(N2CCN(c3cc(C(=O)Nc4cc(OC)c(OC)c(OC)c4)ncn3)CC2)cc1OC
30	1	-1.2	CC1(c2nc3ccccc3[nH]2)CCC(=O)N1C1CC1 (stereo not given)
21	2	11	OC(c1ccccc1)(c1ccccc1)C1CCN(CCCOc2cccc(OC(F)(F)F)c2)CC1
0	-2	0.5	Cc1ccc(-c2nc3ccccc3n2C(C)C(=O)NC(C)(C)C)cc1 (stereo not given)
-1	2	-0.2	COCCNC(=O)C1(C)CCCN(CCS(=O)(=O)c2ccc(C)cc2)C1 (stereo not given)
12	-1	0.1	CC1(Cc2ccc(F)c(Cl)c2)C(=O)Nc2c(Cl)cccc21 (stereo not given)
34	2	3.8	COc1cccc(C=NN(C)c2c([N+](=O)[O-])cc(C(F)(F)F)cc2[N+](=O)[O-])c1O
7	1	-0.8	CC1(C(=O)NS(=O)(=O)Cc2ccccc2)CCN1C(=O)C/C=C/c1ccccc1 (stereo not given)
25	0	-1.9	COc1cccc(-c2cc(CNC(=O)[C@H]3O[C@@H](n4ccc(=O)[nH]c4=O)[C@H](O)[C@@H]3O)no2)c1
9	-1	0.1	O=C(Nc1ccc2c(c1)OCCO2)C(c1cc2ccccc2o1)N1CCC(Cc2ccccc2)CC1 (stereo not given)
-27	1	0.7	Cc1nc2ccc(C(=O)N3CCC(O)(Cc4ccccc4)CC3)cn2c1N(C)C(=O)CCc1ccccc1
3	1	-1.1	COc1ccc(Cl)cc1Cn1c(C)c(C(=O)NCc2ccc(F)cc2)sc1=O
-76	6	-0.6	O=C(NCc1cccc(C(F)(F)F)c1)C1C(=O)Nc2ccccc2C(=O)N1Cc1ccccc1 (stereo not given)
9	0	-0.9	Cc1ccc(CN2CC(N3CCN(C4CCN(C)CC4)CC3)CS2(=O)=O)cc1 (stereo not given)
5	-3	0.3	COCCN1C(=O)CSCC1(C)C(=O)Nc1c(C)cccc1C (stereo not given)
4	0	-0.6	CC1(C(=O)NS(=O)(=O)c2cccs2)CCN1C(=O)c1cccc(F)c1 (stereo not given)
-422	-5	-1.8	COc1ccc(C2=Nc3ccccc3N(C(=O)c3ccc4ncccc4c3)C2C(=O)NC(C)(C)C)cc1 (stereo not given)
8	-5	-0.8	CCc1nc2ccc(C(=O)NCCOc3ccc(OC)cc3)cn2c1N(C)Cc1ccc(N(C)C)cc1
12	3	0.2	CO[C@@H]1CN(C)C(=O)c2ccc(NS(=O)(=O)c3c(C)noc3C)cc2OC[C@@H](C)NC[C@@H]1C
25	1	2.3	CC1(Cc2ccccc2OC(F)(F)F)C(=O)Nc2ccc(OC(F)(F)F)cc21 (stereo not given)
11	5	-2.0	CNc1ncnc2c1ncn2[C@H]1CN(CCN2CCOCC2)C[C@@H](CO)O1
19	0	-0.4	CC1=C(C(=O)N(C)C)CC(CC(=O)NCc2cccc3ccccc23)C(=O)N1Cc1ccc(F)cc1 (stereo not given)
11	-1	0.3	CC(=O)OC[C@@H]1CN(Cc2cccc(C(F)(F)F)c2)C[C@H](n2cnc3c(NCc4ccco4)ncnc32)O1
17	2	2.8	COC(=O)c1c(N)[nH]c(C(=O)c2ccccc2)c1-c1ccc(Cl)cc1
2	1	-0.1	O=C(Nc1cccc(Cc2ccccc2)c1)Nc1cccc2[nH]c([C@@H]3O[C@H](CO)[C@@H](O)[C@H](O)[C@H]3O)nc12
10	0	2.2	COc1cc(-c2coc3c(C(=O)NCc4ccccc4)cccc23)ccc1O
11	1	-0.2	Nc1ncnc2c1ncn2[C@@H]1O[C@H](C(=O)NCCc2ccc(F)cc2)[C@@H](O)[C@H]1O
6	1	0.0	CCCCCCn1cc(CN2CC(N3CCCC3)CS2(=O)=O)nn1 (stereo not given)
21	1	0.7	N#CC1(c2ccc(NC(=O)c3ccccc3)cc2)CCCC1
-52	5	-1.5	N#CC(=Nc1cccc(F)c1)C1=C(O)c2ccccc2C1=O
5	0	-1.3	OC(c1ccccc1)c1ncc(-c2ccc(Cl)cc2)[nH]1 (stereo not given)
32	3	1.0	Cc1cc(F)ccc1-c1cc(C(=O)N2CCN(c3ccncc3)CC2)[nH]n1
-72	-1	0.8	CCCCN(C(C)=O)c1c(CC)nc2ccc(C(=O)NCCc3ccccn3)cn12
7	2	0.2	CCOC1=C2[C@@H](CN(S(=O)(=O)c3ccc(C)cc3)[C@H]2c2ccc(CC)cc2)[C@H]2C(=O)N(C)C(=O)[C@H]2C1
17	3	0.9	COc1cccc(-c2cc(CNC(=O)[C@H]3O[C@@H](n4ccc(N)nc4=O)[C@H](O)[C@@H]3O)no2)c1
12	2	1.4	Cc1ccc(S(=O)(=O)N2[C@@H](c3cccc(Cl)c3)C(C(=O)OC(C)(C)C)=CC[C@H]2c2cccc(Cl)c2)cc1
8	-1	-2.3	CCCCNC(=O)c1ccc2nc(CC)c(N(CC)CCOC)n2c1
7	2	-1.6	COC(=O)[C@@]1(Cc2ccc(F)cc2)[C@H]2c3cc(C(=O)N4CCCC4)n(Cc4ccc(S(C)(=O)=O)cc4)c3C[C@H]2CN1C(=O)c1ccccc1
15	-2	0.7	COC(=O)c1ccccc1COc1cccn2c(N(C)C(=O)CCC3CCCC3)c(C)nc12
20	2	-1.5	CCCCC(=O)N(C)c1c(CC)nc2c(OCc3ccc(Cl)cc3Cl)cccn12
9	3	-0.4	C[C@@H]1CN([C@H](C)CO)C(=O)CCCn2cc(nn2)CO[C@H]1CN(C)C(=O)c1ccc(N2CCN(C)CC2)cc1

# Continuation:
SENP8 block	SENP1 FRET inh	MPTP block	SMILES
14	-1	-3.7	CC(=O)C(=Cc1cccc(C#N)c1)C(=O)c1ccccc1
8	1	1.4	CC(C)c1ccc([C@@H]2O[C@H](CCc3ccccc3)Cc3[nH][nH]c(=O)c32)cc1
8	-1	-0.4	Cn1nc(C2CC2)cc1NC(=O)C1(C)CCN1C(=O)c1ccccc1CCc1ccccc1 (stereo not given)
7	1	5.3	COc1ccccc1-c1cnc(C(O)c2cc(C)ccc2C)[nH]1 (stereo not given)
-126	-1	-2.8	COc1ncccc1-c1cc2nc(NCCCN(C)C)n(C)c(=O)c2s1
28	4	0.3	CC1(C(=O)NS(=O)(=O)c2cccc(F)c2)CCN1C(=O)C1CCCCC1 (stereo not given)
5	1	-1.4	COc1ccc(C(C)=O)cc1Cn1c(C)c(C(=O)NCc2cccc(C(F)(F)F)c2)sc1=O
-157	-4	-0.2	Cc1ccc2nc(C3CCCCC3)c(Cc3cccc(F)c3)n2c1
-15	2	0.2	CSCCC(C(=O)NCc1ccccc1)n1c(-c2ccc3c(c2)CCO3)nc2ccccc21 (stereo not given)
10	0	0.0	O=C(Nc1cccc(S(=O)(=O)N2CCCC2)c1)[C@@H]1O[C@H](CO)[C@@H](O)[C@H]1O

# Grouped by structure, the entries above with a COOH group (two)
SENP8 block	SENP1 FRET inh	MPTP block	SMILES
-50	0	0.4	CC(NC(=O)c1cccc2c1Oc1ccccc1S2)C(=O)O (stereo not given)
7	4	-1.7	Cc1cccc(C(=O)O)c1O

# The listing continues:
SENP8 block	SENP1 FRET inh	MPTP block	SMILES
12	-5	1.5	CCOc1ccc(CCN2C(=S)N([C@@H](Cc3ccccc3)CN3CCCC3CN3C(=S)NC[C@@H]3Cc3ccccc3)C[C@@H]2Cc2ccc(O)cc2)cc1 (stereo not given in full)
-169	-20	0.5	CC(C)Cc1ccc(-c2ccc3nccn3c2)cc1
8	2	1.0	COC(=O)/C=C1\OCc2cc(OC)c(OC)cc21
9	0	0.0	CC(C)(C)c1ccc(C(=O)N2CCC2(C)C(=O)NCCC#N)cc1 (stereo not given)

# High-throughput results (PubChem BioAssay)
